EPAC2 ag – agonists of human EPAC2 (RAPGEF4); 360,000 tested, 0.079% active; EPAC2 activation, biochemical qHTS; response scale: 100% = 6.5 mM cAMP response; Potency, µM (titrated, usually from 154 µM), without a hit: at the highest dose activation, actives largely listed as activators; Q8WZA2; further: nearly all actives have a fitted effect of over 50% in size
Target sequence (Q8WZA2 whole entry, looked up): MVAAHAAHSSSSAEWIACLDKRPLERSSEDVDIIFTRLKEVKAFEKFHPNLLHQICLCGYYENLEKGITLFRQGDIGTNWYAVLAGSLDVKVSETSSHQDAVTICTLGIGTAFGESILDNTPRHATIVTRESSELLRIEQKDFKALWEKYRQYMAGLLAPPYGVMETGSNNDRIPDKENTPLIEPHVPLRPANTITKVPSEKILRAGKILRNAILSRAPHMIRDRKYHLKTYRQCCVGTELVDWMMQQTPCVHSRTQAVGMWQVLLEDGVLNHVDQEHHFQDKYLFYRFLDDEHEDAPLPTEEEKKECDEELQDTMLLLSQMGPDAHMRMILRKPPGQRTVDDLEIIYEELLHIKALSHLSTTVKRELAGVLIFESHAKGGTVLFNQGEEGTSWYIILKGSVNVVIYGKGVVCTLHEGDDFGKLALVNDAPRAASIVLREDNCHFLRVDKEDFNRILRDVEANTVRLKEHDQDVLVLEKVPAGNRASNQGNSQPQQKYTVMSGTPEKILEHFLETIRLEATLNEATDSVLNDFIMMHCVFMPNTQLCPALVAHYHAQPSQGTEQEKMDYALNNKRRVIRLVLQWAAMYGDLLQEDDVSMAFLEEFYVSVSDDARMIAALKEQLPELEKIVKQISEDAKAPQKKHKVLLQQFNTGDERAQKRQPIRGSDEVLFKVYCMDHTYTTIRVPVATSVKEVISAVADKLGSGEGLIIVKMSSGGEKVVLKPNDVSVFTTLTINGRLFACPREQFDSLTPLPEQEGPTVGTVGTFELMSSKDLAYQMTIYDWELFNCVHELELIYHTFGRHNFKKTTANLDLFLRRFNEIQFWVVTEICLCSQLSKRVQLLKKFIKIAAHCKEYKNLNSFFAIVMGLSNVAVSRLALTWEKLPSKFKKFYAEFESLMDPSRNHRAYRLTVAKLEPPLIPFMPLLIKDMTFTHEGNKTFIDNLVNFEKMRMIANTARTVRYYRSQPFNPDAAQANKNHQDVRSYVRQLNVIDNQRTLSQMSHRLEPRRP
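Compounds were titrated in qHTS against a Rap1B-BODIPY-GDP (250 nM) complex with EPAC2 (100 nM) and GDP (50 uM). BODIPY-GDP release tracked at 480/540 nm over 30 min at room temperature, normalized to 6.5 mM cAMP.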
TDP43 rescue – rescues yeast growth from TDP-43 toxicity; TDP-43 expressing yeast growth rescue, BacTiter-Glo, 24 h; Potency, µM (highest dose often 46.1 µM), for the others: at the top dose growth rescue (activation), most hits filed as activators; 410,000 tested, 1.8% active; AID 652104; further: % of control where 0% means no effect; nearly all actives have a fitted effect of over 50% in size
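Growth rescue of TDP-43-toxic yeast measured as ATP luminescence (BacTiter-Glo). Cells grown to mid-log in raffinose, induced in galactose at OD600=0.02, exposed to compound 24 hr at 30 deg C.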
aSyn yeast inh – alpha-synuclein toxicity inhibition in yeast. Potency, µM (titrated, usually from 46.1 µM), for the others: at the highest dose growth rescue (activation), hits mostly activators. 370,000 tested, 0.14% active. Yeast expressing alpha-synuclein, growth rescue, BacTiter-Glo, 24 h; further: % of control where 0% means no effect; nearly all actives have a fitted effect of over 65% in size
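Screening used galactose-induced yeast with toxic alpha-synuclein levels, exposed to compound for 24 hr at 30 deg C. Cell growth, read with BacTiter-Glo luminescence, gave the measured signal.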
EPAC2 antagonist – EPAC2 (human) antagonism. Q8WZA2. EPAC2 GEF exchange of Rap1B-BODIPY-GDP, fluorescence. Potency, µM (series often up to 114 µM), for the others: top-dose activity, negative = inhibition, usual class: inhibitors. 360,000 tested, 0.18% active. AID 720708; further: on the % scale 0 is the no-effect control and ±100 the full control effect; nearly all actives have a fitted effect of over 45% in size; many of its hits are not listed in these tables
FUS yeast rescue – FUS proteinopathy suppression in yeast; 390,000 tested, 0.24% active; S. cerevisiae FUS-expressing, growth rescue, OD600, 24 h; Potency, µM (doses to about 76.6 µM), for the others: top-dose growth rescue (activation), usual class: activators; AID 1347120;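 further: plate controls were DMSO vehicle for no effect and reference control for full effect; nearly all actives have a fitted effect of over 55% in size; some results filed as inactive show a strong effect at the top dose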
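Yeast FUS proteinopathy model; galactose-induced FUS (2%), starting OD 0.005. Cpds in dilution series, 24hr, 30C, 99% humidity. Abs 600 nm growth. Pos ctrl CP55940 (top 92uM final); neg ctrl DMSO.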
EPAC1 antagonist – antagonists of human EPAC1; Potency, µM (top dose mostly 115 µM), inactives show at the highest dose activity change, negative = inhibition, usual class: inhibitors; 360,000 tested, 0.14% active; EPAC1 GEF assay, Rap1b-BODIPY-GDP exchange fluorescence;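 further: plate controls were vehicle for no effect and positive control for full effect; nearly all actives have a fitted effect of over 50% in size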
EPAC1 ag – agonists of human EPAC1; 360,000 tested, 0.073% active; O95398; Potency, µM (series often up to 154 µM), without a hit: at the highest dose activation, usual class: activators; AID 720707; EPAC1 agonist qHTS, biochemical assay; response scale: 100% = response to 6.5 mM cAMP; further: nearly all actives have a fitted effect of over 60% in size
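Compounds were pinned as a concentration titration into mixtures of EPAC1 (100 nM), BODIPY-GDP-loaded Rap1B (250 nM) and GDP (50 uM). After 5 min at room temperature, fluorescence was followed for 30 min; activity was scaled to 6.5 mM cAMP.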
PTHR1 agonist – PTHR1 (human) receptor agonism; 410,000 tested, 0.075% active; HEK293 GP2 PTHR1 cells, GloSensor cAMP luminescence, 1 h; Potency, µM (series often up to 115 µM), for inactives: at the highest dose activation, actives largely listed as activators; Q03431; further: nearly all actives have a fitted effect of over 55% in size; some results filed as inactive show a strong effect at the top dose; inactives centre near -15; many of its hits are not listed in these tables
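HEK-293-derived GP2 cells expressing PTHR1 and a GloSensor cAMP reporter, 3,000/well, plated overnight, given luciferin plus IBMX (each 0.5 mM as added) for 1 h at 37 °C, then compound for 1 h at 37 °C. Luminescence was read after 15 min at room temperature.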
* hit, by the source's call; i = inactive; ? = inconclusive; . = no result given; & = joins results of further samples; [ ] = another dose, or the depositor's remark. The call rests on the fitted dose curve; in most records, active means well fitted curve in the direction sought with a large enough effect; inconclusive means small, poorly fitted or top-dose-only effect, or another doubt; inactive means no such curve, though single readings can be large; an effect the other way counts as inactive or inconclusive. Potency means the concentration at half of the fitted maximal effect. This is a subset; the hit share may differ from the screen's.

SMILES	EPAC2 ag	TDP43 rescue	aSyn yeast inh	EPAC2 antagonist	FUS yeast rescue	EPAC1 antagonist	EPAC1 ag	PTHR1 agonist
O=C(NC1CCCC1)c1ccc(CS(=O)Cc2ccc(Cl)cc2)o1 (centres undefined)	7%	9%	0%	-1%	14%	8%	-5%	-3%
COc1ccc(-c2nc(CS(=O)CC(=O)NC3CCCCC3C)c(C)o2)cc1OC (centres undefined)	5%	2%	8%	-6%	7%	-6%	3%	i
CC(=O)Nc1ccc(NC(=O)c2ccc(N(Cc3ccccc3C)S(C)(=O)=O)cc2)cc1	-2%	-7%	-1%	5%	7%	6%	2%	0%
COCCN=C1Sc2nc3ccc(C)cc3cc2CN1Cc1cccs1	8%	-27%[9.22 µM]	6%	-7%	41%	-9%	4%	-30%[inhibitor]
Cc1ccc(CS(=O)Cc2ccc(C(=O)NCc3ccccc3Br)o2)cc1 (centres undefined)	4%	-1%	1%	-16%	18%	4%	-4%	-19%
Cc1ccc(/C=N/Nc2nc(N3CCCCC3)nc(N3CCCCC3)n2)o1	-10%	26%[9.22 µM]	0%	-12%	32%	-8%	-6%	-7%
CN(C(=O)COC(=O)/C=C/c1ccc2ccccc2n1)c1c(N)n(Cc2ccccc2)c(=O)[nH]c1=O	-10%	?	2%	7%	.	1%	-2%	-15%
O=C(Cc1ccccc1)N/N=C/c1ccc([N+](=O)[O-])s1	-3%	15%	-4%	-2%	10%	-6%	5%	-6%[57.5 µM]
CCCCC(=O)OCC(=O)N1N=C(c2c[nH]c3ccccc23)C(O)C1c1ccc(OC)cc1 (centres undefined)	6%	-1%	-5%	-19%	?	-29%	4%	-21%
O=C(CN(CC1CCCO1)C(=O)CCC(=O)Nc1nccs1)NCC1CCCO1 (centres undefined)	6%	-6%	-11%	10%	-5%	7%	-2%	-14%
COc1ccc(-n2c(=S)[nH]c3cc(C(=O)NCCCN4CCCC4=O)ccc3c2=O)cc1	1%	23%	7%	7%	14%	-9%	-3%	-11%[57.5 µM]
O=C(NCC(=O)N1CCN(c2ccccc2)CC1)c1ccccc1	4%	-5%	1%	10%	-10%	0%	7%	i
COc1ccc(OCCSc2nnc(C)n2-c2ccccc2)cc1	0%	12%	-37%	22%	12%	14%	3%	i
COc1cc(CC(=O)Nc2nc(-c3ccc(F)c(F)c3)cs2)cc(OC)c1OC	14%	0%	0%	-4%	32%	-25%	12%	-26%
Cc1cccc(NC(=O)Nc2ccc3c(c2)OCO3)n1	6%	-3%	-5%	0%	-18%	-24%	-4%	-41%[inhibitor]
O=C(Cc1cccc2ccccc12)Nc1ccc(N2CCOCC2)cc1	5%	14%	6%	-1%	10%	7%	-1%	-43%[inhibitor]
C[C@@H]1COC(=O)[C@H](CC(=O)OC(C)(C)C)C/C=C\C[C@@H](CC(=O)N[C@H](CO)Cc2ccccc2)C(=O)N1	6%	5%	-8%	-2%	?	7%	6%	-20%
CC1=C(C(=O)N(C)C)CC(CC(=O)NCCCN(C)C)C(=O)N1CCC1=CCCCC1 (centres undefined)	-1%	0%	0%	-1%	-2%	4%	8%	-15%
Cc1ccc(N/C=C2\C(=O)C3(C)CCC2C3(C)C)cc1C (centres undefined)	-1%	-11%	4%	-7%	3%	-7%	0%	i
Cc1ccc(CS(=O)(=O)CCC(=O)NCCN(C)Cc2ccccc2)cc1	7%	-9%	6%	7%	19%	-3%	3%	-3%
COc1ccccc1NC(=O)CCSc1nc(C)cc(C)n1	16%	-5%[9.22 µM]	13%	-5%	26%	-20%	11%	-9%
COc1ccc(C(=O)Nc2nnc(S(=O)(=O)N3CCCCCC3)s2)cc1OC	-8%	6%&17%	1%	-14%	3%&-8%	?	-11%	i
O=C(O)C1=C(C(=O)Nc2cc(C(F)(F)F)ccc2Cl)CCCC1	2%	12%	7%	-3%	-1%	5%	-10%	i
c1ccc2c(c1)nc(N1CCCCCC1)c1nncn12	-1%	25%	-4%	2%	-4%	-5%	1%	-16%
Cc1nn(-c2ccc([N+](=O)[O-])cc2)c2c1C(c1ccc(OC(F)F)cc1)N1C(=N2)C(=O)Nc2ccccc21 (centres undefined)	-6%	-6%	-1%	0%	11%	0%	12%	i

Ordered by heavy-atom count (descending): part of the list above
SMILES	EPAC2 ag	TDP43 rescue	aSyn yeast inh	EPAC2 antagonist	FUS yeast rescue	EPAC1 antagonist	EPAC1 ag	PTHR1 agonist
CN(C(=O)COC(=O)/C=C/c1ccc2ccccc2n1)c1c(N)n(Cc2ccccc2)c(=O)[nH]c1=O	-10%	?	2%	7%	.	1%	-2%	-15%
Cc1ccc(CS(=O)Cc2ccc(C(=O)NCc3ccccc3Br)o2)cc1 (centres undefined)	4%	-1%	1%	-16%	18%	4%	-4%	-19%
O=C(Cc1cccc2ccccc12)Nc1ccc(N2CCOCC2)cc1	5%	14%	6%	-1%	10%	7%	-1%	-43%[inhibitor]
COc1ccc(OCCSc2nnc(C)n2-c2ccccc2)cc1	0%	12%	-37%	22%	12%	14%	3%	i

(continued)
SMILES	EPAC2 ag	TDP43 rescue	aSyn yeast inh	EPAC2 antagonist	FUS yeast rescue	EPAC1 antagonist	EPAC1 ag	PTHR1 agonist
COc1ccccc1N=Cc1nc(-c2ccccc2)oc1OC(C)=O	-2%	?	-4%	7%	9%	0%	-6%	-39%[inhibitor]
CCOC(=O)c1c(NC(=O)C2=C(C)NC(=S)NC2c2ccc(C)cc2)sc(C)c1C (centres undefined)	1%	8%	1%	-4%	40%	-15%	-6%	-21%
CCCCCC(=O)N/N=C(\C)c1ccc(NC(=O)c2ccco2)cc1	2%	8%	2%	-5%	.	3%	-2%	-37%
CC(C)(C)c1ccc(OCCN2CCCC2)cc1	-6%	-6%	1%	0%	18%	11%	-2%	i
c1csc(-c2nc(CN3CCSCC3)cs2)c1	9%	13%	-3%	3%	6%	-17%	-2%	-39%[inhibitor]
O=C(NCC1CCCCC1)c1cc([N+](=O)[O-])ccc1N1CCOCC1	-7%	-7%	-4%	-3%	4%	-9%	3%	i
CC(=O)N1c2ccc(S(=O)(=O)N3CCC(C(=O)Nc4ccccn4)CC3)cc2CC1C (centres undefined)	-3%	-1%	4%	5%	?	-1%	2%	-26%
C[C@H](CO)N1C[C@H](C)[C@H](CN(C)C(=O)Nc2ccc(F)cc2)Oc2ccc(NC(=O)NC3CCCCC3)cc2CC1=O	-12%	1%	-1%	?	?	0%	-7%	-13%
FC(F)(F)c1cc(Oc2ccc(Cl)cc2)nc(-c2ccccn2)n1	-11%	13%	-5%	4%	-2%	5%	4%	i
O=C(Nn1c(-c2ccc(Br)cc2)nc2ccccc2c1=O)c1ccc([N+](=O)[O-])cc1	9%	-9%	-6%	-13%	3%	-27%	10%	-49%[inhibitor]
COc1ccc(S(=O)(=O)N2CCCC(C(=O)NCc3cccnc3)C2)cc1OC (centres undefined)	-5%	-4%	2%	-11%	-2%	-3%	3%	i
NS(=O)(=O)c1ccc(-n2nncc2-c2ccco2)cc1	-6%	-15%	-3%	-2%	0%	4%	1%	i
CCOc1ccc(C(=O)Nc2cccc(C(=O)O)c2)cc1Cl	-1%	-29%	-1%	-1%	23%	16%	-7%	-32%
COc1ccc(N2C(=O)C3CCCN3C2c2cccc(OC)c2OC)cc1 (centres undefined)	14%	24%	-12%	6%	-7%	-2%	13%	-11%
CC(C)NC(=O)C1(C)CCN1Cc1ccc(C(F)(F)F)cc1 (centres undefined)	-13%	19%	-6%	1%	-19%	-12%	-15%	-25%
CSc1oc(-c2ccco2)nc1S(=O)(=O)c1ccc(F)cc1	13%	8%	3%	-10%	10%	4%	8%	-19%
Cc1ccc(S(=O)(=O)Nc2ncnc3sccc23)cc1C	7%	?	2%	6%	-7%	0%	-9%	-18%
CCCCc1nc(SCCN2CCOCC2)c2c(=O)n(C)c(=O)n(C)c2n1	-4%	2%[9.22 µM]	-2%	1%	3%	-28%	3%	i
O=C1C(Nc2ccccc2)=C/C(=N/S(=O)(=O)c2cccs2)c2ccccc21	11%	-28%	-70%[inhibitor]	-32%	.	-3%	-3%	i
CCCS(=O)(=O)NCc1cn2cccc(C)c2n1	3%	-5%	-25%	-8%	-12%	-5%	3%	?
CN(C)CC#CCOC(c1ccccc1)c1ccccc1	1%	9%	-1%	-1%	-8%	0%	-7%	-21%
NC(=O)c1nsc(C(=O)N(CCCN2CCOCC2)C(C(=O)NC2CCCCC2)c2ccc(Cl)cc2)c1N (centres undefined)	-12%	-6%	-5%	6%	14%	6%	-4%	-16%
CCc1ccc(-n2nnnc2SCC(=O)NNC(=O)c2ccco2)cc1	10%	-19%	3%	6%	-8%	6%	3%	i
COc1ccc(CNC(=O)COC(=O)/C=C/c2ccc(Cl)cc2)cc1	2%	8%	-16%	8%	-2%	-5%	9%	i
CCC(=O)Nc1sc2c(c1C#N)CCC2	-5%	4%	-12%	-3%	35%	-1%	5%	-28%
(listing goes on)
SMILES	EPAC2 ag	TDP43 rescue	aSyn yeast inh	EPAC2 antagonist	FUS yeast rescue	EPAC1 antagonist	EPAC1 ag	PTHR1 agonist
COc1ccc(CCNC(=O)Cn2ccc3cc(S(=O)(=O)N4CCCC4)ccc32)cc1OC	5%	6%	-1%	-8%	16%	1%	2%	i
CCc1ccc(CN(C)C(=O)C2CCC(=O)N(CCCN3CCCC3=O)C2)cc1 (centres undefined)	1%	6%	1%	-3%	.	-3%	2%	i
O=C(NCCn1c(-c2ccncc2)nc2ccccc21)[C@H]1CCCN1c1nc(CN2CCCCC2)cs1	-1%	-22%	-1%	1%	1%	24%	-9%	0%
CC(=O)Nc1ccc(-c2cn3c(n2)SCC3)cc1	11%	-5%	-4%	2%	49%	-17%	8%	i
O=C(NCc1ccco1)c1ccc(-c2ccc3nccn3c2)cc1	1%	11%	-10%	-10%	5%	-10%	-16%	-19%
CCOC(=O)c1ccccc1NC(=O)c1c(F)c(F)c(F)c(F)c1F	5%	0%	-3%	-5%	5%	-9%	6%	-36%[inhibitor]
O=C(CSc1nnc(-c2ccco2)o1)N1CCN(c2ccccc2)CC1	12%	5%	1%	0%	17%	9%	8%	-10%
Cc1ccc(S(=O)(=O)Nc2ccccc2C(=O)N2CCOCC2)cc1	-1%	-6%	2%	14%	13%	24%	-6%	-1%
COc1ccc(OC)c(NC(=O)c2ccccc2N(C)S(=O)(=O)c2ccc(C)cc2)c1	10%	18%	0%	-2%	17%	-22%	15%	i
COCCn1c(SCC(=O)N2CCCc3ccccc32)nnc1-c1ccco1	10%	-4%	-4%	-3%	25%	2%	7%	i

Screening data deposited in PubChem BioAssay by National Center for Advancing Translational Sciences (NCATS).
